TIM10 inh = TIM10 yeast growth inhibition; S. cerevisiae TIM10 strain growth, BacTiter-Glo luminescence, 24 h; inhibition, % at 10 µM; 1.4% of 330,000 active;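 active = inhibition of 40% or more at the single tested concentration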;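 also: wild-type TIM10 isogenic control strain grown at permissive 25 °C; 0% = DMSO yeast wells and 100% = minimal medium wells without yeast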
APJ agonist = APJ receptor agonism | P35414 | CHO-K1 APJ PathHunter beta-arrestin, luminescence; 0% DMSO wells, 100% apelin | activation, % at 20 µM | 0.11% of 330,000 active | AID 2520;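 active = activation more than six SD over the plate average, tested at 20 µM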;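 also: 0% = DMSO alone and 100% = apelin-13 at 10 nM; some results filed as inactive read as strong as hits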
Target sequence (P35414 whole entry, looked up): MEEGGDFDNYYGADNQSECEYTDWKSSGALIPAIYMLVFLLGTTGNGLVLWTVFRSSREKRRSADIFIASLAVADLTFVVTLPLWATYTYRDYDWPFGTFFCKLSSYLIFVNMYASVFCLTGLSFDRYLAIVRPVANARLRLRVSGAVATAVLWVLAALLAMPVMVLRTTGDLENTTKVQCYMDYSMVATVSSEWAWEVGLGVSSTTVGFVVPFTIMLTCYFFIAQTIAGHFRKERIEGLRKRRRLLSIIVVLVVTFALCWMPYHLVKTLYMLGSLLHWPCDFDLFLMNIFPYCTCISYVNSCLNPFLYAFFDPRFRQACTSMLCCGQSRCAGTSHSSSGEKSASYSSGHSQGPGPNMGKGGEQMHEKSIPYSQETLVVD
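Test system: CHO-K1 APJ beta-arrestin complementation cell line | Compound: Single test compound dose, 20 µM final, 1% DMSO | Incubation: Compound 90 min 25 °C, reagent 1 h | Measured by: beta-gal luminescence | Read-out basis: APJ–arrestin association signal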
MPTP inh = inhibitors of mitochondrial permeability transition pore. isolated mouse mitochondria, Ca2+ swelling absorbance, 30 min. inhibition, % at 10 µM. 1.4% of 360,000 active;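 active = inhibition of 50% or more, scaled per plate between neutral and stimulator controls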;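 also: 0% = DMSO wells given calcium and 100% = 1 mM EGTA wells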
tim23-1 inh = inhibits growth of tim23-1 mutant yeast; S. cerevisiae tim23-1 growth, BacTiter-Glo luminescence, 24 h; inhibition, % at 20 µM; 1.3% of 330,000 active; AID 463212;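 active = growth inhibition of the mutant yeast at or above 50%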;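 also: temperature-sensitive mutant grown at 25 °C; plate controls were DMSO-treated mutant yeast for no effect and medium wells lacking yeast for full effect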
NR3A LBD binder = modulators (binders) of human NR3A ligand-binding domain; NR3A LBD differential scanning fluorimetry, Tm shift; 0% = protein alone, 100% = glycine-bound protein; Tm shift relative to glycine control, % at 25 µM; 2.5% of 340,000 active;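 active = melting temperature shift of at least 10% of the positive control shift, at one fixed dose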
tim10-1 inh = growth inhibitors of tim10-1 mutant yeast. AID 463190. inhibition, % at 20 µM. S. cerevisiae tim10-1 ts strain growth, BacTiter-Glo, 24 h. 2.2% of 330,000 active;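 active = inhibition of at least 40%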;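 also: mutant grown at 25 °C; 0% = DMSO wells with yeast and 100% = wells holding no yeast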
NALP3 yeast inh = blocks the NALP3 inflammasome reconstituted in yeast; Yeast reconstituted NLRP3/ASC/caspase-1, beta-gal luminescence, 24 h; inhibition, % at 10 µM; 0.39% of 330,000 active;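 active = inhibition of 50% or more; inactive = inhibition below 50%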;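 also: plate controls were induced DMSO wells for no effect and uninduced yeast grown without galactose for full effect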
APJ antagonist = antagonists of human APJ apelin receptor | AID 2521 | CHO-K1 APJ beta-arrestin complementation, luminescence | 0.32% of 330,000 active | inhibition, % at 20 µM;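 active = inhibition above about 40% at 20 µM, limit read from the data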;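 also: cells challenged with 10 nM apelin-13 agonist together with compound; plate controls were apelin-13 plus DMSO wells for no effect and DMSO wells lacking apelin-13 for full effect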
beta cell repl = induces beta-cell replication in MIN6 cells; MIN6 cells proliferation, ATPlite luminescence, 48 h; cells starved in 0.2% serum; 100% = growth in 10% serum; proliferation, % at 10 µM; 0.29% of 330,000 active;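 active = compounds whose signal lies at least 3.5 SD above the mean of all wells on their plate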;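 also: 0% = DMSO-treated cells in low-serum medium and 100% = 10% serum control; some compounds called inactive have numbers as strong as hits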
Active calls of the source: *; . = no result given. This is a subset (hit frequency here may not be typical).

1	CC1=NN=C(c2ccc(N)cc2)c2cc3c(cc2C1)OCO3
2	O=C(C1CCN(c2nc3ccc(Br)cc3s2)CC1)N1CCC2(CC1)OCCO2
3	CCc1ccc(N2C(=O)NC(=O)/C(=C\C=C\c3ccco3)C2=O)cc1
4	O=C(O)c1ccc(NC(=O)N2C[C@H]3C[C@@H](C2)c2cccc(=O)n2C3)cc1
5	Nc1ccccc1C(=O)OCC(=O)Nc1ccc(Br)cc1F
6	CCOc1ccc(NC(=O)N2C[C@H]3C[C@@H](C2)c2cccc(=O)n2C3)cc1
7	CN(C)c1cc[n+](CC(O)C[n+]2ccc(N(C)C)cc2)cc1
8	CCc1cccc2c(C#N)cn(CC(=O)N3CCOCC3)c12

screen / no.	1	2	3	4	5	6	7	8
TIM10 inh	25.9	14.0	3.6	-1.9	14.2	-4.2	-17.9	9.9
APJ agonist	19.6	-0.8	-1.8	2.9	-0.6	-1.2	-4.7	0.6
MPTP inh	-3.6	-3.4	1.5	-0.5	-0.7	11.4	-0.2	1.6
tim23-1 inh	10.9	24.8	9.0	-2.4	10.6	14.7	-6.0	2.8
NR3A LBD binder	0.6	0.2	-0.8	-2.4	-1.9	-1.9	-2.9	2.0
tim10-1 inh	20.7	30.6	11.1	-6.8	4.5	11.4	-1.4	1.1
NALP3 yeast inh	22.7	8.3	-0.6	0.4	48.8	11.6	21.5	-1.2
APJ antagonist	-19.2	-2.5	-10.4	-0.3	-5.9	-53.0	20.3	0.6
beta cell repl	2.0	-4.3	-6.2	7.4	-1.0	-2.2	-1.1	-2.6

9	COC(=O)C1=C(c2c(C)noc2C)C[C@@H]2CC[C@H]1N2C(=O)N1CCOCC1
10	COC(=O)C1=C(c2ccccc2)C[C@@H]2CC[C@H]1N2C(=O)NCC1CC1
11	N=C1c2ccccc2CN1c1ncccn1
12	Clc1ccc(CNC2CN3CCC2CC3)cc1 (configuration not stated)
13	Cc1ccccc1C(O)(Cc1ccccc1)C1CN2CCC1CC2 (configuration not stated)
14	COC(=O)C1=C(c2ccc(F)cc2F)C[C@@H]2CC[C@H]1N2C(=O)NCc1ccc(C(F)(F)F)cc1
15	Cc1ccc2c(c1)C(c1ccccc1)=NCC(=O)N2
16	CCc1ccc(NC(=O)CCNC(=O)N2C[C@H]3C[C@@H](C2)c2cccc(=O)n2C3)cc1

screen / no.	9	10	11	12	13	14	15	16
TIM10 inh	0.4	-5.8	5.4	-6.0	2.0	-8.4	-30.5	0.7
APJ agonist	-3.8	-4.3	-0.6	2.2	-2.4	-5.1	-5.9	-2.7
MPTP inh	0.4	0.5	-3.1	-1.6	61.8*	1.2	0.3	-1.5
tim23-1 inh	3.7	19.5	4.1	12.1	9.7	26.7	-27.7	8.1
NR3A LBD binder	-0.6	0.2	0.8	0.6	1.4	-12.0	1.6	-1.8
tim10-1 inh	-18.5	-4.7	-24.0	6.3	1.2	3.3	-62.8	1.4
NALP3 yeast inh	10.8	15.8	-9.4	13.0	16.6	7.2	6.4	11.1
APJ antagonist	9.4	1.4	4.8	-1.6	3.3	-0.1	-22.6	-5.6
beta cell repl	-4.5	-5.1	-1.8	0.0	-2.6	-5.3	-1.8	-1.3

17	OC(CN1CCC(c2c[nH]c3ccccc23)CC1)C(F)(F)F (configuration not stated)
18	COC(=O)C1=C(c2ccc(C(C)=O)cc2)C[C@@H]2CC[C@H]1N2C(=O)N1CCC(O)(c2ccc(Cl)cc2)CC1
19	COP(=S)(OC)c1c(C)nn(CCC#N)c1NC(=O)c1ccc(Cl)cc1
20	Cc1cc(NC(=O)CCl)no1
21	Cn1c(=O)c2c(ncn2CCCl)n(C)c1=O
22	CC(NS(=O)(=O)OCC(Cl)(Cl)Cl)c1ccccc1 (configuration not stated)
23	Cc1ccc(N)c(C(=O)c2ccccc2)c1
24	O=C1/C(=C\c2ccncc2)N2CCC1CC2

screen / no.	17	18	19	20	21	22	23	24
TIM10 inh	4.9	2.0	-18.7	-13.0	-4.1	-4.0	-4.7	-9.3
APJ agonist	2.8	0.5	-0.4	-2.6	-0.9	5.5	0.0	-3.8
MPTP inh	-0.1	-0.3	-0.9	1.5	0.1	1.5	0.1	1.0
tim23-1 inh	-3.1	9.1	5.5	-5.9	8.0	6.1	-5.4	16.9
NR3A LBD binder	2.7	-0.6	-0.3	0.3	-1.8	-3.2	.	3.7
tim10-1 inh	-8.3	20.4	10.5	-7.3	-9.6	-2.3	-9.5	-0.7
NALP3 yeast inh	1.1	5.2	0.4	1.1	14.9	37.9	4.4	24.6
APJ antagonist	13.2	-1.7	7.7	-9.4	-59.9	-69.2	18.4	2.0
beta cell repl	-1.8	-3.9	0.1	-5.1	-1.4	-4.5	-2.4	0.5

25	Cc1ccc(-c2ccc(=O)n(CC(=O)N3CCC4(CC3)OCCO4)n2)cc1
26	Cc1c(O)ccc(C(=O)CN2CC(C)OC(C)C2)c1O (configuration not stated)
27	CC1=NN(c2ccccc2)C(=O)C1/C=C1\C(=O)NC(=O)N(c2cc(C)cc(C)c2)C1=O (configuration not stated)
28	[N-]=[N+]=NCCN1CCC(O)CCC1=O (configuration not stated)
29	O=C(NC1CC1)c1cn(Cc2ccccc2)nc1-c1ccccc1
30	CCC(C)C12CN3CCN(CC(C)(C3)C1O)C2 (configuration not stated)
31	C[N+]1=C(/C=C/Nc2ccccc2)C(C)(C)c2ccccc21
32	COc1ccc(OC)c(CN2CCN(C(=O)COc3cccc(C)c3)CC2)c1

screen / no.	25	26	27	28	29	30	31	32
TIM10 inh	1.2	-5.4	11.2	-8.7	2.3	10.7	-15.5	0.0
APJ agonist	1.3	-6.4	-5.9	-3.7	-9.6	-0.4	-3.1	1.2
MPTP inh	0.2	0.7	-1.5	-0.2	-1.1	-1.4	2.9	-5.6
tim23-1 inh	0.7	-17.2	17.6	-12.2	6.0	-5.3	-12.0	16.6
NR3A LBD binder	-16.9	1.0	-4.3	2.3	.	-1.1	-0.9	0.6
tim10-1 inh	14.1	-12.0	15.6	3.7	1.1	9.0	-11.1	13.7
NALP3 yeast inh	0.1	17.7	11.7	23.0	13.2	5.7	6.5	9.4
APJ antagonist	3.4	-13.4	34.6	-4.5	-45.3	-4.1	-13.7	-2.9
beta cell repl	-0.6	1.9	-1.2	-1.8	5.4	3.0	-6.3	-0.6

33	C[C@@H]1CN(C2CCC(C#N)(c3ccc(F)cc3)CC2)CC[C@]1(C(=O)O)c1ccccc1 (some centres not stated)
34	COc1ccccc1-n1c(O)c(/C=N/N2CCCCC2)c(=O)n(-c2ccccc2OC)c1=S
35	CC(C)OC12Oc3ccccc3C=C1N1CCC2CC1 (configuration not stated)
36	CC(C)n1c(=O)c(C=Nc2ccc(S(N)(=O)=O)cc2)c(O)n(Cc2ccco2)c1=O
37	COc1cccc(-c2nc(CS(=O)CC(=O)N3CCC4(CC3)OCCO4)c(C)o2)c1 (configuration not stated)
38	O=C1NC(=O)C(=Cc2ccc3ccccc3c2)C(=O)N1
39	COc1ccccc1CCNCc1ccc(OC)c(OC)c1OC
40	C/C(=N\NC(=O)c1ccccc1O)c1c(O)n(Cc2ccccc2)c(=O)[nH]c1=O

screen / no.	33	34	35	36	37	38	39	40
TIM10 inh	3.7	12.7	-14.7	3.1	8.0	0.6	-3.4	-0.9
APJ agonist	-6.1	1.5	-2.3	-0.3	-3.2	0.7	-1.4	-7.2
MPTP inh	0.9	1.9	1.7	-0.9	2.3	1.2	-0.1	1.8
tim23-1 inh	-14.6	3.6	10.4	15.0	14.7	9.1	10.3	12.4
NR3A LBD binder	-0.8	1.1	-0.4	-2.0	-1.1	-1.1	-3.9	8.1
tim10-1 inh	-10.2	-11.7	1.7	11.9	22.8	3.1	-10.5	5.2
NALP3 yeast inh	9.5	11.9	-3.5	3.2	4.4	5.0	15.4	-6.5
APJ antagonist	8.7	14.7	18.1	11.5	-7.8	3.1	-0.2	-12.2
beta cell repl	-3.3	-1.0	3.7	0.0	-4.1	-4.2	0.0	1.0

41	Cc1ccc(-n2c(O)c(C=NC3CCCC3)c(=O)[nH]c2=O)c(C)c1
42	O=[P+](Cc1ccccc1)Cc1ccccc1
43	O=C1/C(=C/c2ccncc2)N2CCC1CC2
44	CC(=O)OC1CC[C@@]2(C)C(=CC(=O)C3C4CCC(OC(C)=O)[C@@]4(C)CCC32)C1 (some centres not stated)
45	CCCCn1c(O)c(C(CC)=NCCc2ccccc2)c(=O)[nH]c1=O
46	CCN1C[C@]2(CO)CC[C@H](OC)[C@@]34C2[C@H](OC)[C@@](O)(C13)[C@@]1(O)C[C@H](OC)[C@H]2C[C@@H]4[C@@H]1[C@H]2OC
47	O=C(C1CCN(S(=O)(=O)N2CCOCC2)CC1)N1CCC2(CC1)OCCO2
48	O=[N+]([O-])c1c2ccccc2cc2ccccc12
49	COC(=O)C1=C(C)OC(N)=C(C#N)C12C(=O)Nc1ccccc12 (configuration not stated)

screen / no.	41	42	43	44	45	46	47	48	49
TIM10 inh	2.2	5.2	2.0	16.5	-14.1	-18.2	-14.4	16.1	-6.6
APJ agonist	0.2	-2.5	-0.1	2.9	-0.5	-4.5	-5.0	-0.8	2.5
MPTP inh	0.9	-1.6	-1.0	1.8	1.9	-0.7	0.9	2.3	-0.2
tim23-1 inh	9.4	12.6	22.2	7.4	-15.7	-11.8	20.7	41.9	-0.4
NR3A LBD binder	2.7	0.3	-2.1	-3.7	0.5	5.2	-0.8	3.0	-2.2
tim10-1 inh	16.0	-17.6	9.7	5.0	-12.3	4.9	6.0	34.4	11.5
NALP3 yeast inh	16.3	-4.9	23.7	22.7	-4.2	-11.4	4.3	-6.4	7.2
APJ antagonist	20.7	14.0	11.9	10.1	20.1	-6.0	9.6	-9.0	-29.5
beta cell repl	-3.0	-3.1	1.1	-2.9	-2.1	0.8	2.0	-2.8	2.1

Structures listed so far that contain a Cl atom:
12	Clc1ccc(CNC2CN3CCC2CC3)cc1 (configuration not stated)
18	COC(=O)C1=C(c2ccc(C(C)=O)cc2)C[C@@H]2CC[C@H]1N2C(=O)N1CCC(O)(c2ccc(Cl)cc2)CC1
19	COP(=S)(OC)c1c(C)nn(CCC#N)c1NC(=O)c1ccc(Cl)cc1
20	Cc1cc(NC(=O)CCl)no1
21	Cn1c(=O)c2c(ncn2CCCl)n(C)c1=O
22	CC(NS(=O)(=O)OCC(Cl)(Cl)Cl)c1ccccc1 (configuration not stated)

screen / no.	12	18	19	20	21	22
TIM10 inh	-6.0	2.0	-18.7	-13.0	-4.1	-4.0
APJ agonist	2.2	0.5	-0.4	-2.6	-0.9	5.5
MPTP inh	-1.6	-0.3	-0.9	1.5	0.1	1.5
tim23-1 inh	12.1	9.1	5.5	-5.9	8.0	6.1
NR3A LBD binder	0.6	-0.6	-0.3	0.3	-1.8	-3.2
tim10-1 inh	6.3	20.4	10.5	-7.3	-9.6	-2.3
NALP3 yeast inh	13.0	5.2	0.4	1.1	14.9	37.9
APJ antagonist	-1.6	-1.7	7.7	-9.4	-59.9	-69.2
beta cell repl	0.0	-3.9	0.1	-5.1	-1.4	-4.5

Down the list, as entered above:
APJ antagonist for nos. 41 to 49: 20.7, 14.0, 11.9, 10.1, 20.1, -6.0, 9.6, -9.0, -29.5
